Compound activity (PubChem)
G9a block: inhibitors of human histone lysine methyltransferase G9a; actives 8.8% (n = 350,000); G9a H3K9 monomethylation, AlphaScreen, 2 h; Potency, µM (titrated, usually from 102 µM), without a hit: top-dose activity, negative = inhibition, hits mostly inhibitors; Q96KQ7; further: on the % scale 0 is the no-effect control and ±100 the full control effect; nearly all actives have a fitted effect of over 75% in size
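Using a bead-based AlphaScreen, monomethylated H3K9 product from 2 h room-temperature reactions (G9a 20 nM, peptide 500 nM, SAM 20 uM) was detected with 0.5 ug/mL rabbit anti-H3K9me1 antibody.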
POLB inh: blocks human DNA polymerase beta activity; P06746; Pol beta primer extension/strand displacement, fluorescence kinetic; Potency, µM (series often up to 114 µM), inactives show at the top dose activity change, negative = inhibition, usual class: inhibitors; actives 1.3% (n = 340,000); AID 485314; further: on the % scale 0 is the no-effect control and ±100 the full control effect
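Homogeneous kinetic assay of primer extension and strand displacement by 10 nM Pol beta, preincubated 15 min at room temperature with compound before 50 nM substrate (final) was added. Read at 0 and 10 min; four-parameter Hill fit.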
BAZ2B block: blocks human BAZ2B; actives 4.4% (n = 360,000); AlphaScreen BAZ2B-H3K14Ac peptide displacement; Potency, µM (titrated, usually from 114 µM), for the others: top-dose activity change, negative = inhibition, actives largely listed as inhibitors; Q9UIF8; further: on the % scale 0 is the no-effect control and ±100 the full control effect; nearly all actives have a fitted effect of over 60% in size
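Compounds, titrated to a top concentration of 110 uM, were incubated 30 min at room temperature with preformed BAZ2B/acetyl-K14 H3 peptide complex (50 nM each). Proximity signal was measured by AlphaScreen after 20 min with beads.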
Pol kappa inh: DNA polymerase kappa (human) inhibition. Q9UBT6. purified Pol kappa, fluorescent DNA synthesis assay, 10 min. Potency, µM (doses to about 107 µM), inactives show at the highest dose activity, negative = inhibition, usual class: inhibitors. actives 0.53% (n = 400,000); further: on the % scale 0 is the no-effect control and ±100 the full control effect
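Inhibition of 10 nM Pol kappa is measured by a fluorescent read-out at 0 and 10 min following addition of 50 nM substrate (final), with a 15-min room-temperature compound preincubation.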
APEX1 inh: APE1 (human) endonuclease inhibition | P27695 | recombinant APE1, TAMRA/BHQ-2 abasic DNA cleavage fluorescence | Potency, µM (top dose mostly 65.8 µM), without a hit: at the top dose activity change, negative = inhibition, hits mostly inhibitors | actives 0.35% (n = 350,000) | AID 2517;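 further: plate controls were vehicle for no effect and reference inhibitor for full effect; nearly all actives have a fitted effect of over 55% in size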
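Activity was derived from the fluorescence gain between first and third kinetic reads (60 s intervals, ex 525/em 598 nm) after 50 nM THF-abasic TAMRA/BHQ-2 duplex was added to 0.75 nM APE1 preincubated 15 min with compound.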
POLH inh: inhibitors of human DNA polymerase eta | actives 1.2% (n = 390,000) | recombinant Pol eta, fluorescent DNA replication assay | Potency, µM (doses to about 114 µM), without a hit: top-dose activity change, negative = inhibition, most hits filed as inhibitors; further: on the % scale 0 is the no-effect control and ±100 the full control effect
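Fluorescent replication assay: 50 nM final substrate added after a 15 min room-temperature compound preincubation with 10 nM enzyme. Signal taken at 0 min and again at 10 min.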
BLM inh: Bloom syndrome helicase (human) inhibition; P54132; Potency, µM (series often up to 56.1 µM), without a hit: at the highest dose activity change, negative = inhibition, actives largely listed as inhibitors; AID 2528; actives 0.2% (n = 350,000); recombinant BLM DNA unwinding, fluorescence dequenching;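 further: plate controls were vehicle for no effect and no enzyme for full effect; nearly all actives have a fitted effect of over 35% in size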
Target sequence (P54132 whole entry, looked up): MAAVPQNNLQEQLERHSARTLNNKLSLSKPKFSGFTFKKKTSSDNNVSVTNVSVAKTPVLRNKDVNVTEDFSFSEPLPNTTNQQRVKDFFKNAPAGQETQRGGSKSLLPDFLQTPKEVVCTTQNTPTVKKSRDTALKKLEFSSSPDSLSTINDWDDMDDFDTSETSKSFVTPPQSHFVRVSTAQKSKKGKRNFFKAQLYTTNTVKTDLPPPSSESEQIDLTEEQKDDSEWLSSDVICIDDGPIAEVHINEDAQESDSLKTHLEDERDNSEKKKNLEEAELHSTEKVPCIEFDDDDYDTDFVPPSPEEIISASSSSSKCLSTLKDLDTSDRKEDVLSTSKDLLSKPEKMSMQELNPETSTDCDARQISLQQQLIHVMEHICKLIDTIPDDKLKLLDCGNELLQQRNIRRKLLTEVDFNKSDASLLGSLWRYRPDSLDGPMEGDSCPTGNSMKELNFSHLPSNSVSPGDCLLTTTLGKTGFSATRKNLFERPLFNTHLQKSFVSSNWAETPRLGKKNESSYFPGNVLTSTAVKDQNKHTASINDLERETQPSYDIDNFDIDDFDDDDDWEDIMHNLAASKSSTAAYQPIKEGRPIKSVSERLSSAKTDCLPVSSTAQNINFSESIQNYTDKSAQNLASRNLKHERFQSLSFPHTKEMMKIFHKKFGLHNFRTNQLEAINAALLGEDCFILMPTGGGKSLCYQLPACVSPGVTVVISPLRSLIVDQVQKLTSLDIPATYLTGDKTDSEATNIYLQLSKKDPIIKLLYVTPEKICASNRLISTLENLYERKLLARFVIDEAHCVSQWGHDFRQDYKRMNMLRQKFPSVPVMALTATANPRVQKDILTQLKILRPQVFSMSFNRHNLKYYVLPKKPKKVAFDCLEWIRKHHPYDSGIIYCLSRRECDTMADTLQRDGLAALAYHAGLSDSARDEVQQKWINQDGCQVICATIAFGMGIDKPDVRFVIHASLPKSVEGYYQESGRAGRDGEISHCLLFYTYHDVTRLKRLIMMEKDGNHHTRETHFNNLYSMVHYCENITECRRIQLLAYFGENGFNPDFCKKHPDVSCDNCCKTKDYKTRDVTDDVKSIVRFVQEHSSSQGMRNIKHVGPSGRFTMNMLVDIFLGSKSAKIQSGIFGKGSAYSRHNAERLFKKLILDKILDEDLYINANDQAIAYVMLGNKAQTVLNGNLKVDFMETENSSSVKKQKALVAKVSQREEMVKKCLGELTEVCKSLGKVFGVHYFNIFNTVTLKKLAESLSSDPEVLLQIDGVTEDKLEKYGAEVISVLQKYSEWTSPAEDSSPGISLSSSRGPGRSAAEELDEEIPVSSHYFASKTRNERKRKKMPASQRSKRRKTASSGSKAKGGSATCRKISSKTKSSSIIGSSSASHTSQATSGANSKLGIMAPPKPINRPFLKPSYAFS
JMJD2A Tudor inh: blocks the human JMJD2A Tudor domain | Potency, µM (top dose mostly 114 µM), without a hit: top-dose activity change, negative = inhibition, hits mostly inhibitors | actives 4.4% (n = 390,000) | O75164 | AlphaScreen JMJD2A-Tudor / H3K4me3 peptide binding; further: on the % scale 0 is the no-effect control and ±100 the full control effect; nearly all actives have a fitted effect of over 50% in size
POLI inh: DNA polymerase iota (human) inhibition. Q9UNA4. Pol iota fluorescent replication assay, 10 min. Potency, µM (highest dose often 115 µM), for the others: top-dose activity, negative = inhibition, actives largely listed as inhibitors. actives 1% (n = 390,000). AID 588590
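Fluorescent replication assay read twice, at 0 min and 10 min after adding 50 nM (final) substrate. Enzyme (10 nM) and compounds were first incubated 15 min at room temperature; enzyme-free buffer wells were negative controls.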
Active calls of the source: *; ? = inconclusive; . = no result given; & = joins results of further samples; [ ] = another dose, or the depositor's remark. The call rests on the fitted dose curve; in most records, active means well fitted curve in the direction sought with a large enough effect; inconclusive means small, poorly fitted or top-dose-only effect, or another doubt; inactive means no such curve, though single readings can be large; an effect the other way counts as inactive or inconclusive. Potency means the concentration at half of the fitted maximal effect. Only part of the results is shown; the hit share may differ from the screen's.

G9a block	POLB inh	BAZ2B block	Pol kappa inh	APEX1 inh	POLH inh	BLM inh	JMJD2A Tudor inh	POLI inh	smiles
26%[59 µM]	3%	-20%	-20%	-16%	-7%	-3%	?	-11%	CN(C(=O)CN1C(=O)/C(=C/c2ccccc2Cl)SC1=S)C1CCS(=O)(=O)C1 (stereo not given)
10%[12.7 µM]	14%	4%	-17%	0%	-2%	-2%	-12%	-12%	CCc1sc(C(=O)NCc2cc(C)n(C)n2)cc1Br
?	0%	-9%	12%	?	-5%	-7%&-4%	8%	-29%	COC(=O)[C@@]1(Cc2ccc(OC)cc2)[C@@H]2C(=CC(=O)[C@H]2CC(=O)C(=O)N2CCCC2)CN1C(=O)c1ccccc1
?	1%	-9%&-13%	-8%	?	?	-8%&3%	-20%&-27%	?	CCN(CC)S(=O)(=O)c1ccc2[nH]cc(C(=O)NCCc3ccccc3)c(=O)c2c1
-2%	10%	-35%	-17%	-3%	-5%	-3%	-30%	-4%	COC(=O)C1=NN(C(=O)c2ccc(C)cc2)C(O)(c2ccc(Cl)cc2)C1 (stereo not given)
-7%	6%	-3%	-3%	14%	-12%	-10%	-6%	-4%	Cc1ncc(CO)c2cc(C(=O)Nc3ccccc3Cl)c(=Nc3cccc(C(N)=O)c3)oc12
-15%[59 µM]	28%	7%	-7%	25%	-7%	-18%	-26%	4%	COc1ccccc1/C=C/C(=O)Nc1ccc2c(c1)CCC2
20%[12.7 µM]	29%	0%	-6%	-1%	6%	-1%	-12%	1%	Cn1c2c(c(=O)n(C)c1=O)CN(Cc1ccc3c(c1)OCO3)CN2
-6%	5%	7%	-3%	9%	-21%	-6%	4%	29%	NC(=O)c1ncc(C(F)(F)F)cc1Oc1cccc(C(F)(F)F)c1
20%[12.7 µM]	-10%	-4%	3%	-2%	-11%	-2%	-6%	14%	COCCCn1c(SCC(=O)Nc2cccc(C)n2)nnc1-c1ccco1
2.8µM*	-26%	50µM*	-3%	2%	-13%	0%	-11%	4%	CSc1nsc(SC)c1C(=O)NCCNS(=O)(=O)c1ccc(C)cc1
?	26%	-18%	0%	10%	-6%	4%	-9%	5%	CC(=O)NS(=O)(=O)c1ccc(NC(=O)CSc2ccc(C)cc2)cc1
10%	11%	-12%	-10%	0%	-22%	-5%	-22%	19%	Cc1cc(C)c(S(=O)(=O)N2CCOCC2)c(C)c1N(C)S(=O)(=O)c1ccccc1
11%[59 µM]	2%	-26%	-5%	.	-10%	-3%	-15%	27%	O=c1c(-c2cc(-c3ccc(F)cc3)nc3c2COc2ccc(Cl)cc2-3)coc2ccc(F)cc12
3.5µM*	2%	25µM*	9%	21%	-2%	-3%	20µM*	-18%	COc1ccc(CCNCCN2CCOCC2)cc1
24%	42%[activator]	9%	-11%	11%	-16%	-5%	-15%	123%[activator]	C=CCNC(=O)/C(C#N)=C/c1ccc2c(c1)OCCO2
18%	17%	-15%	0%	40%[activator]	-2%	-1%	-13%	40%[activator]	COc1ccccc1OC(C)C(=O)N1CC(=O)Nc2ccccc21 (stereo not given)
10%[12.7 µM]	.	14%	2%	5%&1%	-11%	.	7%	-13%	COc1ccccc1C(=O)OCC#CCSc1nnc(-c2cccc3ccccc23)o1
14µM*	-25%	?	-9%	.	-10%	-7%	?	13%	COc1ccc(-c2cc(C(=O)Nc3cccc(O)c3)on2)cc1OC
.	.	.	6%	.	-2%	.	-5%	79%[activator]	Nc1ccc2[nH]c(=S)[nH]c2c1
20%	15%	9%	-1%	0%	-20%	0%	-6%	51%[activator]	CC1SC(C)C(=O)N(CC(=O)NC2CCCCC2)C1=O (stereo not given)
9%	2%	-10%	-6%	-1%	-17%	0%	-18%	21%	O=C(C1CC(=O)N(c2ccccc2)C1)N1CCN(c2ccccc2)CC1 (stereo not given)
2%	30%	-1%	-3%	7%	-18%	3%	-6%	39%[activator]	CS(=O)(=O)c1nc(S(=O)(=O)c2ccc(Cl)cc2)c(N2CCN(CCO)CC2)s1
.	.	.	?	?	-7%	.	-14%	-18%	COc1ccc(C2=Nn3c(nnc3-c3ccccc3F)SC2)cc1OC1CCOC1 (stereo not given)
-4%[59 µM]	1%	5%	-3%	.	-7%	-3%	10%	6%	O=C(Nc1ccc(OCc2cc(=O)n3c4c(sc3n2)CCCC4)cc1)c1ccc(F)cc1
50µM*	.	-11%	-5%	23%	-18%	.	-19%	-9%	Cc1cccc(NC(=O)CNC(=O)c2cc(C3CC3)nn2-c2ccccc2)c1C
?	-1%	-3%	-3%	3%	-6%	1%	-25%	10%	O=C1c2ccccc2S(=O)(=O)c2cc(C(=O)N(c3ccccn3)c3ccccn3)ccc21
1.3µM*	30%	-10%	-6%	5%	-13%	-1%	18µM*	7%	Cc1cc(-c2n[nH]c(=S)n2Cc2ccccc2)cs1
4%	2%	-24%	-9%	6%	-6%	-5%	-21%	7%	O=C(/C=C\c1ccc2c(c1)OCO2)CC1(O)C(=O)Nc2ccccc21 (stereo not given)
-4%[12.7 µM]	5%	-26%	-2%	-1%	-1%	2%	-11%	-1%	O=C(NCc1ccc(F)cc1)C1CC(=O)N(CCc2ccccc2)C1 (stereo not given)
-5%[59 µM]	6%	-16%	-1%	.	-31%	-5%	-1%	23%	Cc1nc2c(c(C)nn2C(C)(C)C)c(C)c1CCC(=O)Nc1ccc(Br)cc1Br
13%[59 µM]	14%	-1%	9%	25%	-10%	-4%	13µM*	-13%	CCOC(=O)Cn1c(=O)cc(C)c2ccccc21
-17%	?	-14%	-13%	6%	-18%	-11%	-23%	92%[activator]	COc1ccc(-c2csc(NC(=O)Cc3cc(OC)c(OC)c(OC)c3)n2)cc1OC
93%[activator][59 µM]	-1%	232%[activator]	-11%	-7%	-16%	-8%	201%[activator]	19%	CCCCOC(=O)CSc1nnc(-c2ccc(Cl)cc2Cl)o1
40µM*	-17%	28µM*	-14%	-5%	-12%	-6%	?	41%[activator]	Cc1ccc(OCc2nc(C#N)c(N3CCCCC3)o2)cc1
45µM*	0%	-27%	3%	34%	-20%	-2%	-34%	47%[activator]	S=C(Nc1ccc(-c2nc3ccccc3[nH]2)cc1)Nc1cccnc1
3.5µM*	-24%	-26%	2%	-8%	-14%	-4%	?	?	COc1ccccc1NS(=O)(=O)c1cc(NC(=O)C2CCC2)ccc1N1CCCCC1
3%[12.7 µM]	.	.	-9%[60.1 µM]	7%	.	-10%	.	.	COC(=O)N1CCC2(CCN(Cc3ccc(C#N)cc3)CC2)CC1
?	-2%	-1%	-11%	0%	-6%	0%	-24%	-2%	Clc1ccc(-n2nnc(-c3cccnc3Cl)n2)cn1
0%[0.501 µM]	.	.	1%[60.1 µM]	-6%	.	-5%	.	.	COc1ncc2nc(-c3ccc(F)cc3)c(=O)n(Cc3ccc(F)cc3)c2n1
?	6%	-3%	-1%	-9%	-10%	0%	-20%	?	O=C1CCC2CCCCC2(O)O1 (stereo not given)
0%	.	10%	-1%	-4%	-5%	.	-10%	53%[activator]	CCN(C(=O)C12CC3CC(CC(C3)C1)C2)C1CCS(=O)(=O)C1 (stereo not given)
-7%[59 µM]	3%	-10%	-7%	.	-6%	-3%	-22%	19%	COc1ccc(OC)c(CCNC(=O)CCn2c(=O)c3cccn3c3cccnc32)c1
39%[activator]	-1%	32%	-4%	-3%	-23%	-8%	48%[activator]	10%	CC(Sc1nc(-c2ccccc2)cs1)C(=O)Nc1ccc(Cl)cn1 (stereo not given)
1.3µM*	-25%	8%	-7%	0%	-10%	-4%	-25%	2%	C=CCN(CC=C)S(=O)(=O)c1ccc2nc(NC(=O)C3CCCO3)sc2c1 (stereo not given)
?	-16%	-8%	-30%	?	-15%	-4%	-24%	?	CCOC(=O)CC(=O)CSc1nc2ccc(C)cc2cc1C#N
-4%[59 µM]	-4%	-1%	-16%	.	.	-5%	-4%	22%	Cc1ccc(C)c(N2CCN(c3nc4ccc(Cl)cc4n4cnnc34)CC2)c1
.	27%	1%	.	11%	.	4%	.	.	CC1=CC2=NC(=O)CC(C)(C(=O)N(CC(=O)NC(C)C)C3CCCC3)N2C=C1 (stereo not given)
.	.	.	11%	1%	-6%	.	-13%	4%	C=C[C@@]1(C)CCC(/C(C)=C/C=C/C(C)(C)O)C[C@@H]1C(=C)C (stereo not given in full)
45µM*	?	-25%	?	4%	-4%	-6%	-24%	?	O=S(=O)(c1ccc(Cl)cc1)c1cc(O)ccc1O

Entries above with an NH in an aromatic ring:
G9a block	POLB inh	BAZ2B block	Pol kappa inh	APEX1 inh	POLH inh	BLM inh	JMJD2A Tudor inh	POLI inh	smiles
?	1%	-9%&-13%	-8%	?	?	-8%&3%	-20%&-27%	?	CCN(CC)S(=O)(=O)c1ccc2[nH]cc(C(=O)NCCc3ccccc3)c(=O)c2c1
.	.	.	6%	.	-2%	.	-5%	79%[activator]	Nc1ccc2[nH]c(=S)[nH]c2c1
1.3µM*	30%	-10%	-6%	5%	-13%	-1%	18µM*	7%	Cc1cc(-c2n[nH]c(=S)n2Cc2ccccc2)cs1
45µM*	0%	-27%	3%	34%	-20%	-2%	-34%	47%[activator]	S=C(Nc1ccc(-c2nc3ccccc3[nH]2)cc1)Nc1cccnc1

Continued.
G9a block	POLB inh	BAZ2B block	Pol kappa inh	APEX1 inh	POLH inh	BLM inh	JMJD2A Tudor inh	POLI inh	smiles
.	.	.	5%	.	-2%	.	-1%	-15%	Nc1cccc(Oc2ccc3c(c2)C(=O)N(CCO)C3=O)c1
2µM*	-3%	-21%	-17%	-4%	-8%	-3%	-9%	6%	Cc1cccc(OCc2nnc(SCC(=O)Nc3cccc(C(=O)N4CCOCC4)c3)o2)c1C
14%[12.7 µM]	.	-3%	15%	15%	-7%	.	-7%	25%	Cc1cc(OCCCC(=O)Nc2nnc(C3CC3)s2)ccc1Cl
57%[activator][59 µM]	0%	92%[activator]	-9%	-9%	-21%	-6%	33%	-9%	CC(C)Oc1ccc(Cn2c(=O)sc3ccccc32)cc1
4%	5%	?	-10%	13%	-13%	1%	-7%	63%[activator]	CC(c1ccccc1)N1C(=O)c2cccnc2C1=O (stereo not given)

In another format: entries from further up
compound	G9a block	POLB inh	BAZ2B block	Pol kappa inh	APEX1 inh	POLH inh	BLM inh	JMJD2A Tudor inh	POLI inh
COc1ccc(C2=Nn3c(nnc3-c3ccccc3F)SC2)cc1OC1CCOC1 (stereo not given)	.	.	.	?	?	-7%	.	-14%	-18%
COc1ccccc1/C=C/C(=O)Nc1ccc2c(c1)CCC2	-15%[59 µM]	28%	7%	-7%	25%	-7%	-18%	-26%	4%
